UHRF1 MBD2 ctr – UHRF1 methylated DNA binding inhibitors, primary screen, counter-screen for MBD2 inhibitor project, biochemical, TR-FRET, human UHRF1, single concentration; E3 ubiquitin-protein ligase UHRF1 (Homo sapiens), Q96T88; UHRF1 binding to methylated oligo; inhibition, % at 4.4 µM; 370,000 compounds, 0.75% hits; in the data active = inhibition above about 21%;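 note: UHRF1 SRA domain binding a hemimethylated CpG hairpin DNA probe; 0% = median of test compound wells and 100% = reference inhibitor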
rCAG binder – binders of r(CAG) RNA repeats, primary screen, biochemical, fluorescence; r(CAG) RNA repeat, TO-PRO-1 dye displacement fluorescence; inhibition, % at 3 µM; AID 651821, 2012; 370,000 compounds, 1.3% hits;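 active = inhibition above the plate cutoff, the mean of all test compounds on that plate plus 3 SD, cut at about 35% in these data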;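 note: 0% = DMSO alone and 100% = 100 µM mitoxantrone as full dye displacement; higher means more dye released from RNA so lower well fluorescence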
HTRA1 inhibitor – HTRA1 serine protease inhibitors, primary screen, biochemical, fluorescence polarization, HTS; Q92743; recombinant HTRA1, FP-rhodamine activity-based probe; inhibition, % at 5.96 µM; 340,000 compounds, 0.5% hits; in the data active = inhibition above about 36%;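 note: 0% = enzyme with DMSO and 100% = wells lacking enzyme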
mABHD4 FP – ABHD4 inhibitors, primary screen, biochemical, fluorescence polarization, mouse | (Lyso)-N-acylphosphatidylethanolamine lipase (Mus musculus), Q8VD66 | purified mABHD4, FP-Rh probe fluorescence polarization | inhibition, % at 8.92 µM | 370,000 compounds, 0.54% hits | AID 720543, 2013;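 active = inhibition exceeding the mean over every tested compound plus 3 SD, cut at about 30% in these data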;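 note: 0% = plate median of compound wells and 100% = S159A mutant with DMSO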
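System: mouse ABHD4 enzyme, wild type / Medium: HEPES pH 7.0, NaCl, Pluronic buffer / Reagent: FP-Rh activity-based fluorescent probe / Control set: S159A mutant high control, sample median low control / Detection: fluorescence polarization with parallel and perpendicular emission, 525/598 nm / Schedule: 45 min + 60 min at 25 °C / Compound dosing: 8.92 µM, single dose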
MBD2 DNA inh – inhibitors of MBD2 binding to methylated DNA, primary screen, biochemical, TR-FRET, DNA-binding domain, human | Methyl-CpG-binding domain protein 2 (Homo sapiens), Q9UBB5 | MBD2 binding to methylated oligonucleotide | inhibition, % at 4.4 µM | 370,000 compounds, 0.31% hits | AID 686964, 2013; in the data active = inhibition above about 13%
Target sequence (Q9UBB5 whole entry, looked up, the tested form may be a part): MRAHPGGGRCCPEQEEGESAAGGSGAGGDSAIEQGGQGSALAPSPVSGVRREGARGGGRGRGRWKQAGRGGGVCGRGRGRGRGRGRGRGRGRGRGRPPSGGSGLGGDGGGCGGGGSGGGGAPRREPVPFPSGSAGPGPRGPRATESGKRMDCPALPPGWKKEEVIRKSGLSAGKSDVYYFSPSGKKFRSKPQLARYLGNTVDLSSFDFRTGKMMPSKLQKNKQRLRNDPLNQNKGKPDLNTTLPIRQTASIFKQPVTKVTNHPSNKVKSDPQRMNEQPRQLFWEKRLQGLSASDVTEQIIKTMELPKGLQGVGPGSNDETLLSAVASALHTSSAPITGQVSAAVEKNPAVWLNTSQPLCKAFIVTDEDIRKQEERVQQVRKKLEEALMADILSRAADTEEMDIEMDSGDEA
PRMT1 inh – PRMT1 methyltransferase inhibitors, primary screen, biochemical, fluorescence polarization; Protein arginine N-methyltransferase 1 (Homo sapiens), Q99873; recombinant PRMT1, activity-based probe fluorescence polarization; inhibition, % at 2.79 µM; 370,000 compounds, 1.3% hits;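 active = inhibition above about 21% made by adding two undisclosed values, limit read from the data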
NPR1 activator – GC-A stimulated cGMP production enhancers – HEK293 GC-A cells, cGMP TR-FRET, EC30 ANP, primary screen; Atrial natriuretic peptide receptor 1 (Homo sapiens), P16066; 0% at EC30 ANP, 100% saturating ANP; activation, % at 10 µM; 370,000 compounds, 0.14% hits; in the data active = activation above about 40%
TCR CD3 inh – inhibitors of human TCR-CD3 interaction, primary screen, biochemical, fluorescence, TAMRA-labeled TCR probe. T-cell receptor (TCR). inhibition, % at 9.4 µM. 360,000 compounds, 0.37% hits. AID 651800, 2012; in the data active = inhibition above about 19%;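 note: recombinant mutant TCR 2C K166C tagged with TAMRA read by polarization; 0% = receptor in buffer alone and 100% = receptor with positive control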
NPR2 activator – human GC-B receptor activators, primary screen, HEK293 GC-B cells, cGMP TR-FRET, EC30 CNP | Atrial natriuretic peptide receptor 2 (Homo sapiens), P20594 | 370,000 compounds, 0.11% hits | activation, % at 10 µM | 0% at EC30 CNP, 100% saturating CNP;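 active = activation at 10 µM reaching about 35% in either raw or pattern-adjusted values, limit read from the data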
SIAE inh – human SIAE inhibitors, primary screen, biochemical, fluorescence polarization, FP-Rh probe, 1536-well HTS; Sialate O-acetylesterase (Homo sapiens), Q9HAT2; SIAE FP-Rh probe binding; inhibition, % at 9.66 µM; 370,000 compounds, 0.69% hits;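 active = inhibition above a cutoff: mean of compounds within the control limits plus 3 SD of those, cut at about 17% in these data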;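 note: 0% = plate median of compound wells and 100% = probe without SIAE protein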
Target sequence (Q9HAT2 whole entry, looked up): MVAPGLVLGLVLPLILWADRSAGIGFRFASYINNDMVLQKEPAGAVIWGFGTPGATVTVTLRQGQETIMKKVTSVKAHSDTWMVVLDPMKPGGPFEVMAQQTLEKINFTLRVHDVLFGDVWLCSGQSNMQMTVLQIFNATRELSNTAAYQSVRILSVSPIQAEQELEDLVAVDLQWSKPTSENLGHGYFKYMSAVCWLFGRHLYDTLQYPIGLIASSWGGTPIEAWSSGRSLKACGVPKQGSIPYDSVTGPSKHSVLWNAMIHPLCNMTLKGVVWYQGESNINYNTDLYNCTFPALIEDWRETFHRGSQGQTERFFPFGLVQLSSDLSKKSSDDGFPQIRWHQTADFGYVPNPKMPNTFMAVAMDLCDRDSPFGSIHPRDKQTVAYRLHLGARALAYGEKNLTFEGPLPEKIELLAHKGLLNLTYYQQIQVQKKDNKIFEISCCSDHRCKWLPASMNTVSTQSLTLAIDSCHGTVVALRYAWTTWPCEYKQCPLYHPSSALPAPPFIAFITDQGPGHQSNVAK
An asterisk follows results filed as active; · = not tested or not shown; & = joins results of further samples. The list is partial (hit frequency here may not be typical).

Values in the order – NPR1 activator	SIAE inh	rCAG binder	MBD2 DNA inh	mABHD4 FP	NPR2 activator	HTRA1 inhibitor	UHRF1 MBD2 ctr	PRMT1 inh	TCR CD3 inh
COC(=O)c1c(NC(=O)CC2Nc3ccccc3NC2=O)sc(C)c1C (stereo unspecified)
→ 6	4	4	-4	5	3	-1	-1	-2	-2
CC1(C)Cc2c(sc(NC(=O)c3ccco3)c2C#N)CO1
→ 4	0	0	-5	0	4	4	0	-3	1
COc1ccc(CNC(=O)CSc2ncnc3ccccc23)cc1OC
→ -1	0	-6	1	-2	-1	4	-2	2	-1
Cc1nn(C)c(C(=O)Sc2ccccc2)c1[N+](=O)[O-]
→ 3	-2	31	0	-2	4	-1	2	1	5
COc1cc(C(=O)CSc2nnc(-c3ccc(O)cc3)n2CC2CCCO2)ccc1NC(C)=O (stereo unspecified)
→ 1	-1	-6	3	-5	3	2	5	-2	-5
O=C(c1nc2ccc(Cl)cn2c1CN1CCC(CO)CC1)N1CCc2ccccc2C1
→ 3	2	-8	4	1	5	-3	3	2	-1
Cc1oc(-c2ccccc2Cl)nc1CS(=O)CC(=O)N1CCN(c2ccccc2)CC1 (stereo unspecified)
→ 4	4	-1	0	-2	-3	1	6	6	3
COc1ccc(-n2c(CSc3ccc(Cl)cc3)n[nH]c2=S)cc1
→ 3	2	12	0	-4	-7	·	0	9	4
CC1(C(=O)O)CCCN1C(=O)c1cccc2ccccc12 (stereo unspecified)
→ 4	-3	1	1	-4	-2	·	2	-1	3
COC(=O)CSc1ncnc2c1cnn2Cc1ccccc1
→ 0	0	5	4	-3	-8	-3	0	-2	-3
Clc1ccccc1-c1nc(-c2ccncc2)no1
→ 20&14	-4&1	-5&2	4&5	-1&-6	5&1	3	0&2	2&2	-4&-4
COc1ccc(Nc2nc(NC(C)C)nc3ccsc23)cc1OC
→ 26	0	-1	2	7	16	·	5	1	-9
COc1ccc(/C=C(/NC(=O)c2ccccc2)C(=O)N2CCC(C)CC2)cc1
→ -2	8	-6	-6	-5	-1	-1	0	-6	-4
COC(=O)[C@]12C[C@H](CC(=O)NCc3cccc4ccccc34)C(=O)N(Cc3ccco3)C1=C[C@H](C(C)C)O[C@@H]2C1CC1
→ -5	2	7	0	0	-8	·	-2	4	·
Cc1ccc(C2(CC(=O)N3CCCC3)CCOC(C(C)C)C2)cc1 (stereo unspecified)
→ -2	0	-8	-2	1	1	-1	1	0	1

Values in the order – NPR1 activator	SIAE inh	rCAG binder	MBD2 DNA inh	mABHD4 FP	NPR2 activator	HTRA1 inhibitor	UHRF1 MBD2 ctr	PRMT1 inh	TCR CD3 inh
COc1cc2c(cc1OC)C(c1cccs1)N(C(=O)c1ccc(S(=O)(=O)N(C)C)cc1)CC2 (stereo unspecified)
→ -5	-7	4	8	-13	-3	-11	5	10	-5
Cc1nc(N/N=C/c2cccc([N+](=O)[O-])c2)cc(N2CCCCC2)n1
→ -5	9	1	3	4	-2	7	4	1	-3
O=C(NCc1ccc(Cl)cc1)c1ccc(NC(=O)C2CCCO2)cc1 (stereo unspecified)
→ 1	-7	-3	0	-1	4	-5	0	-2	7
Cc1ccc2[nH]c3c(c2c1)CCN1C(=O)OC(C)(C)C31C (stereo unspecified)
→ 3	3	-1	-6	2	-1	-2	-3	-4	-1
COc1ccc(Br)cc1CNC(=O)CCc1nc(-c2ccc(C)cc2)no1
→ -3	-3	-2	-2	6	-5	-4	-1	1	4
CCN=C(NC#N)SCc1c(F)cccc1Cl
→ 4	-2	1	-1	2	-4	4	0	1	6
CN(C(=O)c1cccc(NC(=O)Cc2ccc(NC(=O)C3CCCN(C(=O)c4ccccc4)C3)cc2)c1)C1CCCCC1 (stereo unspecified)
→ 4	-5	3	3	-4	4	-4	2	-3	-2
Oc1ccc(/C=N/Nc2ccnc3cc(Cl)ccc23)c(O)c1
→ -2	27*	27	1	15	-13	10	-2	0	-11
Cc1ccc(-c2nn(CC(=O)O)c(=O)c3ccccc23)cc1
→ 7	2	1	-1	1	3	-1	4	-1	9
c1ccc(Cc2nnc(N3CCCCC3)c3ccccc23)cc1
→ 4	2	-7	3	-13	4	-6	2	2	-9
CCNC(=O)c1cc(S(=O)(=O)N(C)C)c(Cl)cc1Cl
→ 2	-2	-4	3	4	3	8	1	0	-1
O=C1OCc2cccc3cccc1c23
→ -4	-6	2	1	-5	-2	0	-2	3	-3
Cc1cc(C)nc(SCc2nnc(SCC(=O)Nc3nc(-c4ccccc4)cs3)n2C)n1
→ 25	2	-2	-4	8	0	-2	0	1	14
Cc1cc(=O)oc2cc(OCCSCCN3CCCCC3)ccc12
→ -6	-4	-5	0	-1	0	9	-1	2	8
CC(C)C(c1nnnn1Cc1ccc(F)cc1)N1CCN(C(=O)c2ccco2)CC1 (stereo unspecified)
→ -1	-2	-9	1	-3	-6	-3	-1	0	3

Reprinted from the part before: 4 compounds, then new ones.
Values in the order – NPR1 activator	SIAE inh	rCAG binder	MBD2 DNA inh	mABHD4 FP	NPR2 activator	HTRA1 inhibitor	UHRF1 MBD2 ctr	PRMT1 inh	TCR CD3 inh
O=C1OCc2cccc3cccc1c23
→ -4	-6	2	1	-5	-2	0	-2	3	-3
Cc1cc(C)nc(SCc2nnc(SCC(=O)Nc3nc(-c4ccccc4)cs3)n2C)n1
→ 25	2	-2	-4	8	0	-2	0	1	14
Cc1cc(=O)oc2cc(OCCSCCN3CCCCC3)ccc12
→ -6	-4	-5	0	-1	0	9	-1	2	8
CC(C)C(c1nnnn1Cc1ccc(F)cc1)N1CCN(C(=O)c2ccco2)CC1 (stereo unspecified)
→ -1	-2	-9	1	-3	-6	-3	-1	0	3
Cc1[nH]n(-c2ccccc2)c(=O)c1S(=O)(=O)c1ccccc1
→ 0	10	9	-5	8	3	4	-3	11	6
COc1ccccc1CNC(=O)c1c(-c2ccccc2Cl)noc1C
→ -5	-5	-5	-1	-3	1	-10	-1	-1	0
CCOc1cc(/C=C2/SC(=S)N(CC(=O)O)C2=O)ccc1OC(=O)c1cccs1
→ -1	-9	58*	-3	16	-1	-2	1	3	4
CCCCOc1ccc(C(C)NC(=O)C2CCCN(S(=O)(=O)CC)C2)cc1 (stereo unspecified)
→ 0	4	-5	5	5	1	3	-1	0	6
CCN(C[C@H]1N[C@@](CC)(C(=O)OC)[C@H]2C(=O)N(C)C(=O)[C@@H]12)S(=O)(=O)c1ccccc1
→ -2	1	1	-4	2	4	6	-2	-1	5
Cc1ccc(CN2CCNC(=O)C2CC(=O)NCC(F)(F)F)o1 (stereo unspecified)
→ 0	0	1	1	0	7	6	0	1	4
CC(C)(C)c1ccc(C(=O)NCC(=O)OCC(=O)Nc2ccccc2[N+](=O)[O-])cc1
→ -2	-1	-5	-1	-3	-6	-3	-2	1	13
COCCCNC(=S)Nc1ccc2nc(N3CCOCC3)cc(C)c2c1
→ -1	4	-3	-5	0	2	6	-1	0	-4
COC(=O)c1sc(-c2ccc(Cl)cc2)cc1NC(=O)COCC(=O)O
→ 17	-16	46*	0	-4	-8	-6	-6	2	-5
CCNC(=O)/C(C#N)=C/c1c(N2CCCCCC2)nc2c(C)cccn2c1=O
→ -2	1	-4	-1	1	13	3	1	-4	8
O=C(CCNC(=O)OCC1c2ccccc2-c2ccccc21)NOCc1ccccc1
→ -1	0	6	-3	-7	0	-15	4	0	-8
Cc1cnc(NC(=O)CSc2ncn(-c3ccccc3)n2)s1
→ 0	-3	-2	1	-3	0	0	-3	1	-1
N/C(=N\OC(=O)/C=C/c1ccc(Br)cc1)c1ccccn1
→ 3	3	-2	3	-9	-2	0	23*	2	3
CCOC(=O)c1c(C)[nH]c(C(=O)OCC(=O)Nc2cc(C)ccc2OC)c1C
→ 2	-17	1	5	-38	1	2	2	5	-12
O=C(Cc1ccccc1)Nc1ccccc1CO
→ 1	5	-2	-8	-2	0	-7	-2	0	1

Values in the order – NPR1 activator	SIAE inh	rCAG binder	MBD2 DNA inh	mABHD4 FP	NPR2 activator	HTRA1 inhibitor	UHRF1 MBD2 ctr	PRMT1 inh	TCR CD3 inh
NC(=O)c1cc2ccc(O)cc2oc1=Nc1ccccc1
→ 10	-7	7	0	4	8	1	-3	-1	5
O=C(NNc1nc(=O)c2cccnc2s1)c1ccccc1O
→ 0	4	2	-1	7	-4	23	-4	-1	11
c1ccc2c(C3=NNC(=NC4CCCCC4)SC3)c[nH]c2c1
→ 1	7	15	-2	16	1	8	-3	4	-2
Cc1ccc(C2Nc3ccccc3NC3=C2C(=O)OC(C)C3)cc1 (stereo unspecified)
→ 5	7	-4	-3	-2	1	0	0	-5	0
COc1ccc2cc(CN(CCO)C(=O)c3ccccc3F)c(=O)[nH]c2c1
→ 2	3	-4	0	9	1	1	1	-3	-1
COc1ccc(NC(=O)COc2cc(O)c3c(c2)OC(C)(C)CC3=O)cc1
→ 0	7	-3	3	0	-6	-4	1	1	2
N#Cc1cc2c(nc1SCC(=O)Nc1sc3c(c1C#N)CCC3)CCCCCC2
→ 4	-6	4	2	3	-5	-3	0	2	-1
O=C(NCc1n[nH]c(=S)n1-c1ccc(Cl)c(Cl)c1)c1ccc(S(=O)(=O)N2CCOCC2)cc1
→ 4	7	12	2	0	10	0	0	2	2
CSCCC(NC(=O)c1ccccc1Cl)C(=O)N1CCCCCCC1 (stereo unspecified)
→ -2	10	-7	-6	4	0	4	-1	-1	-7
O=c1c2ccccc2oc2cc(Br)ccc12
→ 0	20*	1	2	2	-2	-14	-6	0	2
O=C(COC(=O)C1(c2ccccc2)CC1)N1CCN(c2ccc(F)cc2)CC1
→ -1	7	0	-1	-1	7	8	-2	0	0
COc1cc2c(cc1NC(=O)C(C)Sc1ccc(C)cc1)oc1ccccc12 (stereo unspecified)
→ -2	-4	7	0	-2	2	-55	-1	-2	0

Record cards (already shown):
O=c1c2ccccc2oc2cc(Br)ccc12 is entered as NPR1 activator: 0; SIAE inh: 20*; rCAG binder: 1; MBD2 DNA inh: 2; mABHD4 FP: 2; NPR2 activator: -2; HTRA1 inhibitor: -14; UHRF1 MBD2 ctr: -6; PRMT1 inh: 0; TCR CD3 inh: 2
O=C(NCc1n[nH]c(=S)n1-c1ccc(Cl)c(Cl)c1)c1ccc(S(=O)(=O)N2CCOCC2)cc1 is entered as NPR1 activator: 4; SIAE inh: 7; rCAG binder: 12; MBD2 DNA inh: 2; mABHD4 FP: 0; NPR2 activator: 10; HTRA1 inhibitor: 0; UHRF1 MBD2 ctr: 0; PRMT1 inh: 2; TCR CD3 inh: 2

From PubChem
